EWS-Fli inh: inhibitors of EWS/Fli oncoprotein transcriptional activity; AID 651661; inhibition, % at 12.6 µM; A673 NR0B1-luciferase reporter, viability-normalised; hit rate 0.67% among 350,000;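 active = mean inhibition of at least 50% after viability correction, with every replicate also passing that limit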;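 also: firefly luciferase signal divided by Alamar Blue viability fluorescence both relative to DMSO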
RAD54 branch: inhibitors of human RAD54 branch migration; RAD54 Holliday junction branch migration, FAM/BHQ fluorescence; inhibition, % at 10.4 µM; hit rate 0.14% among 360,000;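 active = mean normalized replicate activity at least 40 and at least half of replicates scoring 40 or more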;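 also: 0% = median of neutral control wells and 100% = median of positive control wells; inhibitors cause a drop in the FAM fluorescence signal; in these data hits start at about 50%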
esBAF inh: inhibitors of esBAF chromatin remodeling in mouse ES cells; hit rate 2% among 350,000; Bmi1-luciferase knock-in reporter, 24 h; 100% = twice the neutral-well signal; reporter increase, % at 12.5 µM; AID 602393; in the data active = activation above about 40%;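 also: 0% = median of the plate's neutral control wells and 100% = double that signal; a rise in the Bmi1 reporter signal indicates esBAF inhibition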
RAD52 inh: blocks human RAD52 DNA annealing; P43351; hit rate 0.46% among 360,000; recombinant RAD52 DNA annealing, FRET fluorescence; inhibition, % at 18.7 µM;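 active = every replicate showing at least 50% inhibition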
Target sequence (P43351 whole entry, looked up): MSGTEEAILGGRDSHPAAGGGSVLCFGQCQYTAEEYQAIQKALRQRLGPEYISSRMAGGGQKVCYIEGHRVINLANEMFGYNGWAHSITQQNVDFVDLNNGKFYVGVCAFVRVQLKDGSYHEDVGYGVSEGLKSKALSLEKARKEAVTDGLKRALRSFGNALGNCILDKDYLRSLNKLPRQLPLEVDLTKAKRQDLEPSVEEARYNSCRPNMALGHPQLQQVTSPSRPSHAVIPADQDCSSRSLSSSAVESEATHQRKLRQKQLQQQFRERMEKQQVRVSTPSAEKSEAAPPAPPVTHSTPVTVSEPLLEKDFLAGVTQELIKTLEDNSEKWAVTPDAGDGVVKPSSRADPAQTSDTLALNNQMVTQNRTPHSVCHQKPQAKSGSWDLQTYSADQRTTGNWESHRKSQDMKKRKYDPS
FN deposition inh: fibronectin deposition inhibition; AH1F fibroblasts, Alexa488-fibronectin deposition fluorescence, overnight; inhibition, % at 12.6 µM; hit rate 0.086% among 350,000;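 active = mean inhibition across replicates of 30% or more, regardless of how many single replicates reach that level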;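 also: positive control wells lacked labelled fibronectin entirely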
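Material – AH1F fibroblast monolayer, labelled fibronectin deposition · Reagent – labelled fibronectin 24 nM · Timing – 1 h adhesion, overnight exposure · Measured by – fluorescence at 485 nm excitation, 525 nm emission · Read-out – inhibition of fibronectin deposition signal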
XiGFP reactiv: activators of X-chromosome reactivation in mouse fibroblasts; hit rate 0.055% among 360,000; AID 743238; activation, % at 7.58 µM; XiGFP mouse fibroblasts, % GFP-positive cells imaging, 3 d; cells co-treated with 5-aza-dC sensitizer; scaled so ellipticine positive control = 100%;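 active = mean normalized replicate activation at least 10% and every replicate at or above 10%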;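 also: 0% = median of on-plate neutral control wells and 100% = ellipticine 6 µM median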
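material = 68-5-11 XiGFP fibroblast line | medium = DMEM plus 5-aza-dC sensitizer | schedule = 3 days compound exposure | benchmarks = positive control ellipticine, 6 µM final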
E-sel inducer: induces E-selectin expression in human endothelial cells | hit rate 0.37% among 260,000 | activation, % at 7.58 µM | HUVEC E-selectin immunofluorescence imaging; normalized: neutral wells 0, TNF-alpha wells 100;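 active = mean E-selectin-positive cell signal at least 10% of the positive control, reached in at least 60% of replicates, without over 20% cell loss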;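 also: in these data hits start at about 27%; measured in HUVEC primary endothelial cells; signal is the percent of cells scored E-selectin positive by PE staining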
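System: HUVEC, human umbilical vein endothelial cells; quantity: 3,000 cells/well; buffer or medium: EGM-2 medium, gelatin-coated wells; dosing: single-point compound dose; detection: immunofluorescence imaging; evaluation: % PE-positive cells; benchmarks: TNF-alpha, DMSO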
S100A4 MyoIIA: S100A4-myosin IIA interaction inhibition; P26447; S100A4/TAMRA-MyoIIA peptide fluorescence polarization; inhibition, % at 10.7 µM; hit rate 0.14% among 360,000; AID 652163;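 active = mean inhibition of at least 70% across replicates, with every replicate also reaching that level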
Target sequence (P26447 whole entry, looked up): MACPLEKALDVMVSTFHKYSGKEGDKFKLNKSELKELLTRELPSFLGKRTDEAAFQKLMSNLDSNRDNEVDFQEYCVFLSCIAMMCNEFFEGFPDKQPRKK
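incubation = readout 5 min after mixing, signal stable up to 60 min | system = S100A4 monomer protein | buffer or medium = HEPES pH 7.2 with CaCl2, KCl, NaCl, DTT, Triton | benchmarks = neutral control DMSO, positive control TFP | also added = fluorescent myosin IIA peptide, 5 nM | compound dosing = one concentration per compound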
Starred values were filed as active, the others as inactive; nt = no result given.

A first look, 13 compounds:
SMILES | EWS-Fli inh | RAD54 branch | esBAF inh | RAD52 inh | FN deposition inh | XiGFP reactiv | E-sel inducer | S100A4 MyoIIA
Cc1cc(=O)oc2cc(OCC(=O)NC3CCN(Cc4ccccc4)CC3)ccc12 | nt | 0 | -4 | -14 | -8 | -0.1 | nt | 1
O=C(COc1ccc(Br)cc1)NC1CC1 | nt | 11 | nt | -9 | nt | 0.2 | -0.5 | -2
CSCc1ccc(C(=O)NCc2ccc(F)cc2)cc1 | 3 | nt | nt | -3 | 1 | -0.4 | -0.1 | -4
CCOc1ccc(N(CC(=O)Nc2nccs2)S(=O)(=O)c2c(C)[nH]c(=O)[nH]c2=O)cc1 | 5 | nt | nt | -16 | -3 | 0.1 | nt | 4
O=C(Nc1nc2ccccc2s1)C1CCCO1 (configuration not stated) | nt | -7 | 9 | -4 | 12 | nt | nt | -2
COCC(=O)Nc1ccc2c(c1)C(=O)N(C)[C@H]1CC[C@@H](CC(=O)Nc3cn(C)nc3C)O[C@@H]1CO2 | 7 | -13 | -3 | nt | -8 | 0.1 | -0.1 | nt
Cc1ccc(S(=O)(=O)Nc2nc3c(s2)C(=O)CC(C)(C)C3)cc1 | 5 | nt | nt | -17 | -5 | 0.0 | nt | 6
COc1ccc(C(=O)Oc2cc(OC)cc(OC)c2C(C)=O)cc1 | 0 | 5 | -8 | -5 | 5 | -0.3 | 0.4 | -3
Cc1ccc(NC(=O)CS(=O)(=O)c2cn(CC(=O)N3CCOCC3)c3ccccc23)cc1 | 5 | 6 | 5 | -14 | -8 | 0.0 | -0.8 | -3
C#CCOc1ccccc1/C=C1/C(=O)ON=C1C | 20 | 0 | -6 | -27 | 2 | -0.1 | -0.4 | -22
O=C(NCCc1c[nH]c2ccccc12)C(=O)c1c[nH]c2ccccc12 | 15 | 3 | 7 | -24 | 3 | 0.1 | nt | -1
CCCOc1ccc(C2Nc3cccc4cccc(c34)N2)cc1 | -31 | 2 | 5 | 2 | 5 | 0.5 | 0.5 | -3
COc1ccc(OC)c(/C=C/C(=O)Nc2ccc(OC)nc2)c1 | -5 | nt | nt | -9 | nt | -0.1 | nt | -3

This part in full, from the start:
SMILES | EWS-Fli inh | RAD54 branch | esBAF inh | RAD52 inh | FN deposition inh | XiGFP reactiv | E-sel inducer | S100A4 MyoIIA
Cc1cc(=O)oc2cc(OCC(=O)NC3CCN(Cc4ccccc4)CC3)ccc12 | nt | 0 | -4 | -14 | -8 | -0.1 | nt | 1
O=C(COc1ccc(Br)cc1)NC1CC1 | nt | 11 | nt | -9 | nt | 0.2 | -0.5 | -2
CSCc1ccc(C(=O)NCc2ccc(F)cc2)cc1 | 3 | nt | nt | -3 | 1 | -0.4 | -0.1 | -4
CCOc1ccc(N(CC(=O)Nc2nccs2)S(=O)(=O)c2c(C)[nH]c(=O)[nH]c2=O)cc1 | 5 | nt | nt | -16 | -3 | 0.1 | nt | 4
O=C(Nc1nc2ccccc2s1)C1CCCO1 (configuration not stated) | nt | -7 | 9 | -4 | 12 | nt | nt | -2
COCC(=O)Nc1ccc2c(c1)C(=O)N(C)[C@H]1CC[C@@H](CC(=O)Nc3cn(C)nc3C)O[C@@H]1CO2 | 7 | -13 | -3 | nt | -8 | 0.1 | -0.1 | nt
Cc1ccc(S(=O)(=O)Nc2nc3c(s2)C(=O)CC(C)(C)C3)cc1 | 5 | nt | nt | -17 | -5 | 0.0 | nt | 6
COc1ccc(C(=O)Oc2cc(OC)cc(OC)c2C(C)=O)cc1 | 0 | 5 | -8 | -5 | 5 | -0.3 | 0.4 | -3
Cc1ccc(NC(=O)CS(=O)(=O)c2cn(CC(=O)N3CCOCC3)c3ccccc23)cc1 | 5 | 6 | 5 | -14 | -8 | 0.0 | -0.8 | -3
C#CCOc1ccccc1/C=C1/C(=O)ON=C1C | 20 | 0 | -6 | -27 | 2 | -0.1 | -0.4 | -22
O=C(NCCc1c[nH]c2ccccc12)C(=O)c1c[nH]c2ccccc12 | 15 | 3 | 7 | -24 | 3 | 0.1 | nt | -1
CCCOc1ccc(C2Nc3cccc4cccc(c34)N2)cc1 | -31 | 2 | 5 | 2 | 5 | 0.5 | 0.5 | -3
COc1ccc(OC)c(/C=C/C(=O)Nc2ccc(OC)nc2)c1 | -5 | nt | nt | -9 | nt | -0.1 | nt | -3
COc1ccc(/C=C/C(=O)OCC(=O)NC2CC2)c(OC)c1 | 6 | 6 | -2 | -5 | -6 | 0.1 | nt | -6
CC(C)NC(=O)Nc1ccc2c(c1)C(=O)N([C@@H](C)CO)C[C@H](C)[C@H](CN(C)S(=O)(=O)c1cn(C)cn1)OCCCC[C@@H](C)O2 | -4 | -8 | 3 | 2 | -3 | 0.3 | nt | 0

(next part)
SMILES | EWS-Fli inh | RAD54 branch | esBAF inh | RAD52 inh | FN deposition inh | XiGFP reactiv | E-sel inducer | S100A4 MyoIIA
Cc1ccc(C)c(NS(=O)(=O)c2cc(C(=O)NCc3ccncc3)ccc2C)c1 | 7 | 3 | -9 | -22 | 7 | 0.4 | -0.3 | -2
CN1C(=O)c2cc(NS(=O)(=O)c3ccccc3Cl)ccc2OC[C@H]2O[C@H](CC(=O)O)CC[C@@H]21 | 4 | -7 | -4 | 5 | -9 | 0.3 | 0.1 | -33
C/C(CC(=O)Nc1ccc(C)c(Cl)c1)=N\NC(=O)c1cccc(O)c1 | 2 | -21 | 13 | -5 | -10 | -0.1 | 0.3 | -2
COCC#Cc1ccc([C@@H]2[C@H](CO)N3CCCCN(C(=O)Nc4cc(F)ccc4F)C[C@@H]23)cc1 | 9 | 4 | -5 | -1 | nt | 0.2 | 0.8 | -18
Cc1nc2ccccc2c(=O)n1Cc1ccco1 | -1 | 3 | -2 | -5 | -2 | 0.1 | 0.3 | 0
O=C1COc2ccccc2N1Cc1ccc(Cl)cc1 | -6 | -3 | -11 | -17 | 6 | -0.2 | nt | 7
CCn1cc(C(=O)N2CCN(c3cccc(C)c3C)CC2)c(=O)c2ccc(C)nc21 | 11 | -1 | nt | -10 | 3 | 0.1 | -0.2 | 1
O=C(CSc1nnc(CNC(=O)c2ccccc2F)o1)NCc1ccco1 | nt | 9 | -5 | -14 | 0 | 0.2 | nt | -6
O=C(OCC1CC(c2ccccc2)=NO1)c1ccco1 (configuration not stated) | -12 | nt | 3 | -9 | -12 | 0.0 | 0.0 | -8
C[C@@H]1CN([C@H](C)CO)C(=O)c2cccc(NC(=O)Nc3ccc(F)cc3)c2O[C@H]1CN(C)Cc1ccc(Oc2ccccc2)cc1 | 3 | 1 | -3 | 6 | nt | -0.1 | -0.1 | 7
COC(=O)C1=CN(Cc2ccc(OC)c(OC)c2)C=C(C(=O)OC)C1c1cccs1 | 4 | nt | nt | 1 | -1 | -0.2 | -0.9 | 4
CN(CCOc1ccc(Cl)cc1)C(=O)C1CCN(C(=O)c2ccc(F)cc2)CC1 | nt | -10 | -4 | -5 | -5 | -0.1 | -0.3 | 2
OC1(c2cccc(C(F)(F)F)c2)CCN(CCN2CCCCC2)CC1 | -8 | 1 | -4 | -3 | -17 | 0.3 | nt | -26
COCC(=O)N(C)C[C@@H]1Oc2ncc(C#C[C@@H](C)O)cc2C(=O)N([C@@H](C)CO)C[C@H]1C | 0 | -3 | 3 | -4 | 7 | 0.0 | 0.6 | 0
COCCCNC(=S)NCCc1ccc(F)cc1 | -1 | 0 | 12 | -22 | -3 | -0.1 | nt | -1

Three compounds drawn at random from the list so far, as already listed:
SMILES | EWS-Fli inh | RAD54 branch | esBAF inh | RAD52 inh | FN deposition inh | XiGFP reactiv | E-sel inducer | S100A4 MyoIIA
COCCCNC(=S)NCCc1ccc(F)cc1 | -1 | 0 | 12 | -22 | -3 | -0.1 | nt | -1
O=C(OCC1CC(c2ccccc2)=NO1)c1ccco1 (configuration not stated) | -12 | nt | 3 | -9 | -12 | 0.0 | 0.0 | -8
C[C@@H]1CN([C@H](C)CO)C(=O)c2cccc(NC(=O)Nc3ccc(F)cc3)c2O[C@H]1CN(C)Cc1ccc(Oc2ccccc2)cc1 | 3 | 1 | -3 | 6 | nt | -0.1 | -0.1 | 7

The listing continues.
SMILES | EWS-Fli inh | RAD54 branch | esBAF inh | RAD52 inh | FN deposition inh | XiGFP reactiv | E-sel inducer | S100A4 MyoIIA
C[C@H]1CN([C@@H](C)CO)C(=O)c2cc(C#CCc3ccccc3)cnc2O[C@@H]1CN(C)C(=O)C1CC1 | -2 | 5 | -10 | 12 | nt | -0.7 | -0.3 | 4
C[C@H](CO)N1C[C@H](C)[C@@H](CN(C)S(=O)(=O)c2ccc(Cl)cc2)OCCCC[C@H](C)Oc2ccc(NS(=O)(=O)c3ccc(F)cc3)cc2C1=O | -1 | -12 | -5 | 13 | 2 | -0.1 | nt | -7
CCn1cc(Br)c(C(=O)Nc2ccccc2C(=O)OC)n1 | 0 | nt | nt | -14 | 8 | 0.0 | nt | -5
N#C/C(=C\c1ccc(N2CCOCC2)cc1)c1ccccc1 | nt | -11 | 27 | nt | -5 | 0.1 | nt | nt
O=C(/C=C/c1ccc([N+](=O)[O-])cc1)N1CCN(c2ccccc2F)CC1 | nt | -4 | nt | nt | -4 | 0.0 | -1.2 | nt
COc1ccc(N(C(=O)c2ccco2)C(C(=O)NC2CCCC2)c2ccncc2)cc1OC (configuration not stated) | 4 | -5 | -5 | -14 | -2 | 0.1 | 0.8 | 0
COc1ccc(N=C2SC(C(=O)N3CCN(c4ccc([N+](=O)[O-])cc4)CC3)CC(=O)N2C)cc1 (configuration not stated) | 6 | -2 | -3 | -22 | -1 | 0.4 | 0.1 | 8
COc1cc(C)c(NC(c2ccccc2)c2ccccc2)cc1OC | 8 | nt | nt | -6 | -4 | -0.1 | nt | -4
O=C(Nc1ccccc1)N1CCCCN2[C@H](CO)[C@H](c3ccc(C#Cc4cccnc4)cc3)[C@@H]2C1 | 6 | 4 | nt | -12 | nt | 0.4 | 0.0 | -9
C[C@H](CO)N1C[C@H](C)[C@H](CN(C)C(=O)NC2CCCCC2)Oc2c(NS(=O)(=O)c3ccccc3)cccc2C1=O | -1 | 6 | 0 | 3 | nt | -0.9 | -0.2 | -14
C[C@@H]1CN([C@@H](C)CO)C(=O)c2cccc(NC(=O)Nc3ccccc3)c2O[C@@H]1CN(C)CC1CCCCC1 | 1 | -3 | -1 | 12 | nt | 0.0 | 0.1 | 5
CNC[C@H]1Oc2ccc(N(C)C)cc2CC(=O)N([C@@H](C)CO)C[C@@H]1C | 14 | -1 | 1 | 5 | -15 | -1.3 | 0.0 | 15
Cc1noc(C)c1NC(=O)Nc1ccc2c(c1)C(=O)N([C@H](C)CO)C[C@@H](C)[C@H](CN(C)Cc1ccccc1)OCCCC[C@H](C)O2 | 13 | 4 | 0 | -5 | -6 | 0.0 | -0.2 | -8
O=C(CS(=O)(=O)c1ccccc1)Nc1ccc(S(=O)(=O)Nc2ncccn2)cc1 | 0 | nt | nt | -8 | 1 | -0.1 | 5.8 | 0
S=C1NCCN1CC1CCN(CCC23CC4CC(CC(C4)C2)C3)CC1 | 22 | 12 | -1 | -2 | -8 | -0.1 | nt | -17
CC(C)c1ccc(S(=O)(=O)NC2CCCC2)cc1 | 7 | -2 | 2 | 4 | nt | 0.0 | 0.4 | 0
COCC(=O)NC[C@@H]1[C@@H](c2ccccc2)[C@H](CO)N1C(C)=O | -13 | -2 | 1 | -1 | 7 | 0.1 | 0.1 | 2
COc1ccc(NS(=O)(=O)c2ccc(C(=O)N3CCCCCC3)cc2)cc1 | 11 | -5 | -17 | -12 | 10 | 0.0 | -1.0 | 4

High-throughput results from PubChem.
